DAGLB inh: blocks human DAGLB lipase activity. Q8NCG7. HEK293T DAGLB membrane lysate, EnzChek fluorogenic substrate. inhibition, % at 5.17 µM. actives 0.059% (n = 340,000); in the data active = inhibition above about 34%;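 also: 0% = enzyme with vehicle and 100% = wells lacking enzyme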
Target sequence (Q8NCG7 whole entry, looked up): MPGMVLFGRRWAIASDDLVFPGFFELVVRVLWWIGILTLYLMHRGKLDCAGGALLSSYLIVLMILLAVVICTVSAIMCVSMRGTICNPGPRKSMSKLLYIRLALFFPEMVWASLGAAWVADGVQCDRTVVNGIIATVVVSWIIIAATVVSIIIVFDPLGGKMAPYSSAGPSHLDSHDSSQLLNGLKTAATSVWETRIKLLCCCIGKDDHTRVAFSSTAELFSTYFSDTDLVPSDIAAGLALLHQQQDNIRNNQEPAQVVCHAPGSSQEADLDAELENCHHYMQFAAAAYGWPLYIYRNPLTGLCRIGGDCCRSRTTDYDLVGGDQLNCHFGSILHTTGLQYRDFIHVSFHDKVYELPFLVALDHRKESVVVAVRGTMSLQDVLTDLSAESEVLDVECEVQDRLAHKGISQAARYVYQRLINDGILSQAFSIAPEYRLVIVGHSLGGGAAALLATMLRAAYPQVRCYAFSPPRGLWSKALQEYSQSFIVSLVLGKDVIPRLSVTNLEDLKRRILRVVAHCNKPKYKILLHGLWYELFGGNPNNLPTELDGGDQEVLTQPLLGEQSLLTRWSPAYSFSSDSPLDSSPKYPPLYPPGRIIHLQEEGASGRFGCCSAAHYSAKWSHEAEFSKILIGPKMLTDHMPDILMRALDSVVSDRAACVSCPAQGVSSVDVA
PvdQ acylase: P. aeruginosa PvdQ acylase inhibition; inhibition, % at 10 µM; purified PvdQ acylase, fluorescence plate reader; actives 0.063% (n = 340,000); AID 488965; in the data active = inhibition above about 30%, passing the limit was not always enough;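 also: 0% = vehicle neutral wells and 100% = reference inhibitor wells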
Arr AP2 block: blocks beta-arrestin peptide binding to AP2 adaptin | FITC-arrestin peptide / GST-AP2 beads, flow cytometry; AP2 beta2 appendage carries R879A mutation | AID 504490 | inhibition, % at 10 µM | actives 0.31% (n = 340,000);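 active = inhibition above a set limit, near 3 SD of compounds lacking own fluorescence, cut at about 54% in these data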;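 also: plate controls were DMSO wells for no effect and 5 µM unlabelled arrestin peptide for full effect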
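Assay system: GST-AP2 R879A bound to glutathione beads, E. coli-expressed; Medium: PBS with 0.05% Tween 20 and 0.1% BSA; Also added: fluorescein-tagged arrestin peptide at 50 nM final; Timing: 12 min plus 1 h, RT; Measured by: flow cytometry, FL1 (488/535 nm); Evaluation: percent drop in bead-associated FITC signal.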
Cardiac RTF inh: cardiac RTF calcium desensitization | P19429+P45379 | IANBD-labeled cardiac RTF, Ca2+ fluorescence | inhibition, % at 7.15 µM | actives 0.12% (n = 340,000);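 active = inhibition above the mean inhibition of all tested compounds plus 3 SD, cut at about 17% in these data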;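 also: assay run at fixed EC70 calcium of 1.6 mM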
Keap1 Nrf2 FP: disrupts human Keap1 binding to Nrf2 peptide; actives 0.15% (n = 340,000); Keap1 Kelch-Nrf2 peptide fluorescence polarization, 1536-well; inhibition, % at 9.4 µM; AID 504523; Q14145; in the data active = inhibition above about 12%;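 also: human Keap1 Kelch domain with fluorescein labeled Nrf2 9mer peptide probe; 0% = neutral control wells and 100% = peptide positive control; higher means more block of Keap1 binding to Nrf2 peptide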
NSD2 HMT inh: blocks human histone methyltransferase NSD2. O96028. NSD2 peptide methylation, AlphaScreen, 120 min. inhibition, % at 12.5 µM. actives 0.54% (n = 310,000); in the data active = inhibition above about 50%
PKA-R2B activ: PKA-R2B complex activation | PKA-R2B holoenzyme dissociation, Cy5-IP20 fluorescence polarization; R2B truncated from residue 108, S112A mutant; 0% DMSO only, 100% 113 µM cGMP | activation, % at 11.4 µM | actives 0.079% (n = 340,000) | AID 504700;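 active = activation above a cutoff set at the mean over all compounds plus 3 SD, cut at about 18% in these data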;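 also: higher means more holoenzyme dissociation and a rise in polarization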
Target sequence (P31323 whole entry, looked up, other chains not shown, the tested form may be a part): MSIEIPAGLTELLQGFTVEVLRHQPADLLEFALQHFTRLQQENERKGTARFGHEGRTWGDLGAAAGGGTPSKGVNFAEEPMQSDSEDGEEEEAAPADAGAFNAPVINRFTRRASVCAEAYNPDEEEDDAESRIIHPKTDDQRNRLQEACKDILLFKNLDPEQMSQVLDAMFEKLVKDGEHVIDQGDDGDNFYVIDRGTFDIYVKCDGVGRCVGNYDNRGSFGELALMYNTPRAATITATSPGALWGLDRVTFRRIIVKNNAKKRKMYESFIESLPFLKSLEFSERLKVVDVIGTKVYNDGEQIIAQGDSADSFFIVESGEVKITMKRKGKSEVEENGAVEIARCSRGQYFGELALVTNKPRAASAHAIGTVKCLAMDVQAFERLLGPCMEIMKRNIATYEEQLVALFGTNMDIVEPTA
SR-BI uptake up: activators of SR-BI mediated HDL lipid uptake; actives 0.096% (n = 320,000); activation, % at 12.5 µM; CHO ldlA[mSR-BI] cells, DiI-HDL uptake fluorescence, 3 h; 100 = double the neutral-control signal;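 active = mean replicate activation of at least 60% and every replicate at or above 60%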;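 also: 0% = median plate neutral-control signal and 100% = twice that signal; values of inactives mirror those of a sister screen read the other way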
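System: CHO ldlA[mSR-BI] cells / Medium: HEPES-buffered (25 mM, pH 7.4) F12 plus 0.5% BSA / Probe or stimulus: labelled HDL, 10 µg/mL / Doses: single compound concentration, delivered by pin transfer / Schedule: 3 h, 37 °C / Measured by: DiI fluorescence, bottom read / Measure: cell-associated DiI fluorescence as measure of HDL uptake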
LANA DNA inh: KSHV C-LANA DNA binding inhibition. MBP-C-LANA/FAM-LBS DNA binding, fluorescence polarization. inhibition, % at 9 µM. actives 0.078% (n = 340,000);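 active = highest replicate inhibition at or above 60% at 9 µM, even if other replicates fall short; inactive = all replicates below 60% inhibition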;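 also: 0% = neutral control wells and 100% = 4 µM acridine orange control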
SR-BI DiI inh: inhibitors of mouse SR-BI mediated HDL lipid uptake. ldlA[mSR-BI] CHO cells, DiI-HDL uptake fluorescence, 3 h. inhibition, % at 12.5 µM. actives 0.96% (n = 320,000). AID 488896;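 active = mean replicate inhibition of at least 70% and a set share of replicates each scoring 70 or more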;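 also: 0% = median of neutral control wells and 100% = median of positive control wells; values of inactives mirror those of a sister screen read the other way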
* = called active by the depositor; · = not tested or not shown.

SMILES	DAGLB inh	PvdQ acylase	Arr AP2 block	Cardiac RTF inh	Keap1 Nrf2 FP	NSD2 HMT inh	PKA-R2B activ	SR-BI uptake up	LANA DNA inh	SR-BI DiI inh
O=[N+]([O-])c1ccc(N/N=C/c2cccnc2)cc1	2	2	-1	-2	0	-2	-13	-12	0.2	12
COc1ccc(CNC(=O)c2sc(=S)n(-c3ccccc3)c2N)cc1	-2	-6	10	-3	-2	0	-2	-10	5.4	10
O=C(CSc1nnc(-c2ccccc2)o1)N1CCCC1	0	-14	8	-4	-8	0	1	·	0.9	·
COc1ccc(-c2[nH]c(-c3ccc(F)cc3)nc2SCC(=O)NCc2ccco2)cc1OC	-1	-4	9	1	0	·	-6	-44	-0.4	44
N#CC1CC(c2ccccc2)=NN1c1ccccc1[N+](=O)[O-] (configuration not stated)	0	7	43	-6	-3	5	6	-2	0.4	2
Cc1nc(-c2ccc(S(=O)(=O)N3CCN(c4ccccc4)CC3)cc2)co1	1	1	50	4	1	1	-4	11	-0.8	-11
COc1ccc(OC)c(NC(=O)C2CCCC2)c1	3	-5	-2	4	2	4	3	-19	0.1	19
COc1ccc(C(=O)NC2CCCCCC2)cc1S(=O)(=O)N1CCOCC1	1	-31	-6	1	-3	0	3	16	-0.1	-16
O=C(c1ccc2nc[nH]c2c1)N1CCN(c2ncc(C(F)(F)F)cc2Cl)CC1	1	-1	10	-8	-6	-1	-6	27	0.4	-27
O=C1c2ccccc2C(=O)N1Cc1ccc2c(c1)OCO2	-1	7	7	-3	-3	-4	-3	0	-1.2	0
COc1ccc(C(=O)NCCNc2nc3c(C)cccc3cc2C#N)cc1OC	-2	-5	19	-6	3	-12	-7	-45	2.5	45
O=C(NNC(=O)C12CC3CC(CC(C3)C1)C2)c1ccccc1O	6	-5	13	-6	0	0	5	-59	-2.1	59
O=C1c2ccccc2C(=O)N1CCCCSc1nnc(-c2ccc(OC(F)F)cc2)o1	-4	2	6	-6	1	2	5	-12	0.2	12
Cc1ccccc1NC(=O)c1cccnc1	0	-12	-14	-7	-5	0	2	4	-0.6	-4
CC1CCN(CC(=O)Nc2ccccc2C#N)CC1	1	-13	0	-4	-2	0	2	·	-0.5	·
O=C(c1ccc(Br)o1)N1CCN(C/C=C/c2ccccc2)CC1	0	-2	0	5	-9	-2	6	-11	0.0	11
CCCc1[nH]nc2c1C(c1cccc(OC(=O)c3ccco3)c1)C(C#N)=C(N)O2 (configuration not stated)	1	-11	9	-2	-2	1	-8	-15	0.0	15
O=c1c2ccccc2nnn1Cc1ccc(F)cc1	-3	-16	8	-14	-4	-2	-7	24	4.7	-24
COc1ccc(NC(=O)c2cc3c(=O)n4ccccc4nc3n2C)cc1OC	0	15	12	-7	1	7	-1	-11	0.0	11
COC(=O)Cn1cc(/C=C(/C#N)C(=O)N2CCOCC2)c2ccccc21	-2	-10	-16	-9	-10	-5	-5	-20	-0.1	20
CN(CC(=O)c1c(N)n(C)c(=O)n(C)c1=O)c1ccccc1	2	-14	3	-11	-1	5	-12	-4	-1.6	4
N#Cc1nc(-c2ccccc2F)oc1N1CCCC1	-3	-13	9	-2	1	-3	-11	-17	-0.7	17
O=C(CCc1nc(-c2ccccc2Cl)no1)NC1CCCC1	0	-12	-3	-6	-4	-3	-2	-8	1.0	8
CC(C)C(=O)N1CCN(c2ccccc2NC(=O)c2ccc(C#N)cc2F)CC1	-2	-14	8	-1	4	2	-3	-36	-0.9	36
CCN1C[C@@H]2[C@@H]3C(=O)N(C)C(=O)[C@@H]3[C@](C)(C(=O)OC)N2C1=NC	-1	-7	-1	-4	2	·	-1	3	-0.7	-3
Cc1ccc(N2C(=O)C(CC(=O)Nc3cccc(F)c3)N(CCc3ccncc3)C2=O)cc1 (configuration not stated)	2	6	-2	0	-3	-2	-13	·	-0.2	·
Oc1cc(O)c2c(c1)OC(c1ccc(O)c(O)c1)C(O)C2 (configuration not stated)	1	0	10	-32	0	·	11	6	3.3	-6
C#CCOCCOCCOCCNc1nc(N2CCN(C(=O)Cn3cc(CCO)nn3)CC2)nc(N2CCN(C(=O)[C@H](CCCCN)n3cc(CC(C)O)nn3)CC2)n1 (some centres not stated)	-1	-9	2	-6	1	·	4	12	0.0	-12
CCC(=NCCN1CCNCC1)C1=C(O)CC(C)(C)CC1=O	-1	-11	-9	-4	-2	-1	-3	26	-0.5	-26
C=CCNC(=S)NNC(=O)c1ccncc1	-1	-8	-5	-5	3	3	-6	20	-0.9	-20
O=C1OC(/C=C/c2ccc(Cl)cc2)=NC/1=C/c1ccco1	3	-2	2	-3	2	2	-9	-2	3.6	2
O=CN1CCN(C(=O)c2ccc([N+](=O)[O-])cc2)CC1	1	0	-15	6	-1	0	-2	-7	2.1	7
CCC(C)Nc1ccc(NC(C)CC)cc1 (configuration not stated)	6	-9	25	0	0	·	-6	-26	1.3	26
COCCN1C(=O)C(=O)/C(=C(/O)c2ccc(OC(C)C)cc2)C1c1cccnc1 (configuration not stated)	1	3	16	2	-1	2	8	28	0.9	-28
CCOc1ccccc1C(=O)NN1C(=O)CCC1=O	0	0	-2	-8	-6	-2	1	-10	-0.5	10
Cc1cc(C)c[n+](-c2nc([O-])sc2C=O)c1	0	-9	-1	-8	0	1	0	21	1.2	-21
COc1cccc(CNC(=O)c2ccc(NC(=O)C3=CSCCO3)cc2)c1	-3	2	11	-2	-1	-6	-13	-10	1.7	10
O=C(NNC(=O)c1cccs1)c1cccnc1	-3	5	4	-7	2	-1	-5	12	0.7	-12
COc1cc2c(cc1OC)CN(C(=S)NC(=O)c1ccccc1)CC2	2	-10	-25	-6	2	-1	3	14	-0.8	-14
CCNC(=O)CSc1nc2ccccc2c(=O)n1CCCOC(C)C	3	-8	16	0	2	-3	-18	40	-1.8	-40

Single records, from the list above. Screens in order: DAGLB inh, PvdQ acylase, Arr AP2 block, Cardiac RTF inh, Keap1 Nrf2 FP, NSD2 HMT inh, PKA-R2B activ, SR-BI uptake up, LANA DNA inh, SR-BI DiI inh
COc1cccc(CNC(=O)c2ccc(NC(=O)C3=CSCCO3)cc2)c1 is listed as -3, 2, 11, -2, -1, -6, -13, -10, 1.7, 10
O=C(NNC(=O)c1cccs1)c1cccnc1 is listed as -3, 5, 4, -7, 2, -1, -5, 12, 0.7, -12
CCN1C[C@@H]2[C@@H]3C(=O)N(C)C(=O)[C@@H]3[C@](C)(C(=O)OC)N2C1=NC is listed as -1, -7, -1, -4, 2, ·, -1, 3, -0.7, -3
CCNC(=O)CSc1nc2ccccc2c(=O)n1CCCOC(C)C is listed as 3, -8, 16, 0, 2, -3, -18, 40, -1.8, -40

The list goes on.
SMILES	DAGLB inh	PvdQ acylase	Arr AP2 block	Cardiac RTF inh	Keap1 Nrf2 FP	NSD2 HMT inh	PKA-R2B activ	SR-BI uptake up	LANA DNA inh	SR-BI DiI inh
Cc1ccc(O)c(C2=NCCNC(C(F)(F)C(F)F)=C2)c1	3	-1	5	-5	1	4	-1	6	0.6	-6
COc1ccc(-c2c(C)oc3c(CN4CCOCC4)c(O)ccc3c2=O)cc1	-2	-10	-5	0	-2	-1	-8	10	1.7	-10
CCOC(=O)C(C#N)C(Cc1ccccc1)c1ccco1 (configuration not stated)	-3	-5	2	1	-6	-3	-7	4	-1.1	-4
CC(=O)Nc1ccc(S(=O)(=O)NCCC(=O)N2CCN(c3ccccc3Cl)CC2)cc1	-3	4	27	-2	-1	0	-5	14	-0.3	-14
Cc1ccc(-c2nnc(SCC(=O)N/N=C/c3ccccc3C(=O)O)n2-c2ccc(C)cc2)cc1	5	-4	3	-3	0	·	-8	6	0.8	-6
COc1ccccc1-n1c(SCC(=O)Nc2ccc(C)cc2)nc(O)cc1=O	2	-5	3	18*	0	1	-6	·	0.6	·
CC(=O)Nc1ccc(N2C(=O)c3ccc(S(=O)(=O)c4ccc(C(=O)O)cc4)cc3C2=O)cc1	2	-6	0	2	-3	-1	5	29	2.5	-29
COc1cc(NC(=S)NCc2cccs2)cc(OC)c1	4	-12	-9	-12	-5	0	-4	3	-0.1	-3
COc1ccc(-c2cc(C)nc3nc(N)nn23)cc1	-1	-10	-6	-7	-1	-4	-3	38	3.6	-38
CC1(C)CC(=O)C=C(NCC(O)c2ccccc2)C1 (configuration not stated)	-1	-8	-1	-5	2	-1	8	7	1.0	-7
CCN(CC)C(=O)CC(c1cc(OC)c(OC)c(OC)c1)c1c(O)cc(OC)cc1OC (configuration not stated)	1	-3	-2	-8	-1	·	0	11	0.5	-11
COc1ccc(N(CC(=O)NCc2ccco2)C(=O)CCC(=O)Nc2ccccn2)cc1	-1	-5	-11	5	-5	3	4	-1	-1.3	1
COc1ccccc1C(=O)NC(=O)CSc1nnc(N)s1	1	-9	-1	-3	-4	5	-2	7	-0.7	-7
Cc1cc(=O)[nH]c(SCC(=O)NC(c2ccccc2)c2ccccc2)n1	2	5	10	-4	-7	-4	0	8	-0.5	-8
Cn1cccc1/C=N/NC(=O)c1ccn[nH]1	0	-11	-6	-35	1	-1	-3	18	3.4	-18
Cc1cccc(C(=O)NC(=S)Nc2ccccc2C(=O)O)c1	1	3	41	-5	2	2	-1	16	0.7	-16
CC(C)(C)c1ccc(OCC(=O)N/N=C/c2ccsc2)cc1	1	-4	-6	-30	2	1	-5	22	1.0	-22
C=CCNC(=O)CSc1nc2sc3c(c2c(=O)n1CCC)CCC3	-1	-5	-1	-1	0	-2	6	·	-1.7	·
O=C(c1ccccc1)c1ccc(OCC(O)CNCc2cccc(Cl)c2)cc1 (configuration not stated)	-5	-10	4	-22	-1	2	0	-9	-0.7	9
CCCn1c(N)c(C(=O)CSc2nnc3ccccn23)c(=O)n(C)c1=O	3	-6	40	-3	-3	-1	10	26	-0.5	-26
CC(C)Cn1c(=O)c(C(=O)NCc2ccccn2)c(O)c2ccccc21	-17	9	-4	-10	-2	-1	21*	-11	-1.7	11
C=CCO/N=C(\C)c1c(O)c(C)c(-c2ccccc2)n(-c2ccccc2)c1=O	-2	-1	32	-4	0	2	-3	9	1.8	-9
CCc1ccc(N2C(=O)C3C(C2=O)N2CCCN2C3c2ccccc2)cc1 (configuration not stated)	1	-7	4	3	-6	64*	-8	2	-4.0	-2
COCCNC(=O)c1cc2cc(Br)cc(Br)c2oc1=O	-1	-17	17	-8	-2	1	2	9	-0.9	-9
Cc1nn(-c2ccccc2)c(C)c1P(=O)(c1ccccc1)N(C)C (configuration not stated)	-3	2	33	0	1	3	-4	12	-1.8	-12
COc1ccc(OC)c(CCNC(=O)Cc2ccc(NC3=NC4CS(=O)(=O)CC4S3)cc2)c1 (configuration not stated)	-1	-13	-3	-12	8	·	1	-12	0.5	12

Random draw from the library. Share with any hit: about 2.1%.
